# Assay outcomes as filed in PubChem BioAssay.
# HGIII-sPLA2 inh – Blocks human group III sPLA2 activity; inhibition, % at 12.2 µM; actives 0.56% (n = 370,000); QFRET BODIPY PC-A2 liposome hydrolysis, fluorescence; AID 743126;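 active = inhibition above mean plus 3 SD of compounds lying within the high and low control bounds, cut at about 19% in these data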;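 also: 0% = median of test compound wells and 100% = no enzyme DMSO wells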
# DAX1 inh-1 – DAX1 (NR0B1) inhibition, primary screen | AID 652010 | inhibition, % at 6.8 µM | actives 1.1% (n = 370,000) | HEK293T StAR-luciferase reporter, SF-1/DAX-1 repression relief;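 active = inhibition above the mean over all tested compounds plus 3 SD, cut at about 3.6% in these data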;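 also: 0% = DAX-1 cells with DMSO and 100% = cells lacking DAX-1 with DMSO; higher inhibition means more luminescence from relief of DAX-1 repression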
# GC-B act – GC-B (human) receptor activation | AID 1920062 | actives 0.11% (n = 370,000) | P20594 | activation, % at 10 µM | HEK293-GC-B cells, CNP EC30, cGMP TR-FRET; 0% at EC30 CNP, 100% saturating CNP;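 active = activation at 10 µM reaching about 35% in either raw or pattern-adjusted values, limit read from the data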
# hcDAF12 agonist – activates DAF-12 receptor from parasite H. contortus | actives 1.4% (n = 370,000) | HEK293 hcDAF-12 lit1-tk-luc reporter, luminescence; 0% DMSO, 100% Δ7-dafachronic acid | activation, % at 6.8 µM | AID 652067;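 active = activation above the mean of all tested compounds plus 3 SD, cut at about 5.5% in these data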;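 also: 100% = response to 3 µM Δ7-dafachronic acid high control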
# DAX1 inh-2 – inhibitors of human orphan nuclear receptor DAX1 (NR0B1); actives 0.99% (n = 340,000); inhibition, % at 6.75 µM; HEK293 Gal4-DAX1 luciferase reporter, luminescence; AID 504766; P51843;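 active = inhibition above the mean over all tested compounds plus 3 SD, cut at about 4.2% in these data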;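 also: 0% = DAX1-transfected cells with DMSO and 100% = empty-vector control cells with DMSO; inhibition shows as a rise in luminescence from relieved DAX1 repression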
# Target sequence (P51843 207-470 limits assumed): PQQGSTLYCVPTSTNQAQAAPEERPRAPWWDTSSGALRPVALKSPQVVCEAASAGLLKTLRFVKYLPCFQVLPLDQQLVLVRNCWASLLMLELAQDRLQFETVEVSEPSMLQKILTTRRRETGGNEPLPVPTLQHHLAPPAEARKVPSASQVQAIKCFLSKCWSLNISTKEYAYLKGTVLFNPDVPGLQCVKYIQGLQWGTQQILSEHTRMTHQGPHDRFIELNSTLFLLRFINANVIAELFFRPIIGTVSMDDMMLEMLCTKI
# hgDAF-12 ag – hgDAF-12 agonism, primary luciferase screen. HEK293 GAL4-hgDAF12 UAS-luciferase reporter, agonist luminescence; normalized to butyrate control. activation, % at 6.8 µM. actives 1.8% (n = 370,000). AID 687014;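 active = activation above a cutoff set at the mean of all screened compounds plus 3 SD, cut at about 10% in these data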;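 also: 0% = DMSO wells and 100% = sodium butyrate wells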
# SMARCA2 act – activators of SMARCA2 function; MG213 cells, MMTV-luciferase reporter, dexamethasone, overnight; activation, % at 9.1 µM; actives 1% (n = 370,000); AID 652017; in the data active = activation above about 7.8%;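 also: 0% = vehicle wells and 100% = reference activator wells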
# ADAM10 inh – inhibitors of human ADAM10; O14672; recombinant ADAM10, EDANS/DABCYL FRET peptide cleavage, 3 h; inhibition, % at 7 µM; actives 0.62% (n = 370,000); AID 720582;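 active = inhibition above a per-campaign cutoff equal to the mean of compounds falling between control-based bounds plus 3 SD, cut at about 20% in these data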;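 also: 0% = DMSO wells while the 100% control is not disclosed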
# Target sequence (O14672 214-748 limits assumed): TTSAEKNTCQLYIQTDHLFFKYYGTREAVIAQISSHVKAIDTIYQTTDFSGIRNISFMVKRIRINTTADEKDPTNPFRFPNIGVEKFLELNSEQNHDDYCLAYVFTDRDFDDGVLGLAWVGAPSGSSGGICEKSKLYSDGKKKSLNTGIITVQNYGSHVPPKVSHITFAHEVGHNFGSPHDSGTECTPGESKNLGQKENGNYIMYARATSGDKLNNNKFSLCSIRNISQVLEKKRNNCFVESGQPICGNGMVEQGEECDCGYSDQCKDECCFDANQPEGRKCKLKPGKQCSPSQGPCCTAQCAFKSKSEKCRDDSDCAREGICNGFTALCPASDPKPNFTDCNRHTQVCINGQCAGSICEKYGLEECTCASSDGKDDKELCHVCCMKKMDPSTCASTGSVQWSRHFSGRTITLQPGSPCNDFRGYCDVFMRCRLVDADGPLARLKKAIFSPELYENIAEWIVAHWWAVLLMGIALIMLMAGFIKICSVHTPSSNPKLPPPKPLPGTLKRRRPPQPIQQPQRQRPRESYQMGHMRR
# FXN GAA850 act – increases GAA850 frataxin promoter reporter activity | HEK293 lucGAA850 FXN promoter luciferase reporter, 24 h; percent of 10 µM SAHA response | activation, % at 6 µM | actives 0.56% (n = 360,000) | AID 540364;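 active = activation above the average of all compounds screened plus 3 SD, cutoff fixed separately per campaign, cut at about 7.5% in these data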;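 also: 0% = DMSO wells and 100% = 10 µM SAHA wells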
# ssDAF-12 act – activators of S. stercoralis DAF-12 nuclear receptor. activation, % at 6.8 µM. actives 1% (n = 370,000). HEK293 ssDAF-12/GRIP1 lit1-tk-luc reporter, luminescence; % of 3 µM dafachronic acid response;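 active = activation above the mean over all tested compounds plus 3 SD, cut at about 0.9% in these data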;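 also: 0% = DMSO-only wells and 100% = 3 µM delta7-dafachronic acid wells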
# NPR1 activator – GC-A (human) enzyme activation; P16066; HEK293 GC-A cells, cGMP TR-FRET, EC30 ANP; 0% at EC30 ANP, 100% saturating ANP; activation, % at 10 µM; actives 0.14% (n = 370,000); in the data active = activation above about 40%
# * marks the source's active call; other numbers are inactive results; i = inactive; nt = not tested or not shown. Rows are unselected; any-hit rate near 6.6%.
SMILES,HGIII-sPLA2 inh,DAX1 inh-1,GC-B act,hcDAF12 agonist,DAX1 inh-2,hgDAF-12 ag,SMARCA2 act,ADAM10 inh,FXN GAA850 act,ssDAF-12 act,NPR1 activator
COc1cc(C(=O)N2CCN(Cc3ccc4c(c3)OCO4)CC2)cc(OC)c1OC,6.9,0.0,-0.4,-0.6,-0.7,-0.7,-4.1,-9.2,-0.4,-1.6,-0.7
CC(=O)OC1(C(C)=O)CCC2C3CC4OC45CC(O)CCC5(C)C3CCC21C (stereo not given),0.6,0.5,-1.7,-1.4,-0.1,0.1,-1.6,-3.0,2.8,-0.9,1.1
Cc1cc([N+](=O)[O-])nn1CCCC(=O)Nc1ccc(Cl)cc1Cl,-4.5,0.4,8.2,-2.7,0.7,-0.3,-0.9,-4.9,1.7,-2.0,-4.0
CC(CC(=O)O)CC(=O)Nc1cc([N+](=O)[O-])ccc1O (stereo not given),4.6,0.4,6.0,0.1,0.6,-1.2,0.8,20.4*,0.2,-0.4,0.0
Cc1c(N2CCCC2)cc2c(c1NC(=O)c1ccccc1Cl)C(C)(C)CC2(C)C,3.8,-0.2,3.7,-2.0,-1.2,-1.8,-3.4,3.9,0.8,-1.3,3.1
CCCS(=O)(=O)N1CCC(C(=O)NCCCOCC)CC1,0.3,0.1,-1.8,-0.8,1.9,-0.9,0.2,3.6,0.9,-0.9,-8.1
Cc1ccc2nc(C3CCN(CC(=O)Nc4ccc5c(c4)OCCO5)CC3)[nH]c2c1,-7.6,-0.2,0.2,-1.1,-1.4,-0.3,1.4,0.2,-3.1,-0.7,4.9
CCC(=O)NNc1nc2c(C)cccc2s1,3.2,-0.3,2.5,3.1,-1.4,0.7,0.4,-5.8,2.0,0.2,1.0
C/C(=N\NC(=O)c1cccs1)c1ccc2c(c1)OCO2,1.4,3.0,2.7,5.3,nt,19.6*,4.0,1.4,7.6*,0.0,4.5
COCC(C)n1c(SCc2cc(C(=O)OC)c(C)o2)nc2ccccc2c1=O (stereo not given),-6.5,-1.6,1.1,-3.6,-1.6,-4.5,-2.2,2.9,-0.1,-2.5,-2.9

# Already shown: entries from further up.
SMILES,HGIII-sPLA2 inh,DAX1 inh-1,GC-B act,hcDAF12 agonist,DAX1 inh-2,hgDAF-12 ag,SMARCA2 act,ADAM10 inh,FXN GAA850 act,ssDAF-12 act,NPR1 activator
COc1cc(C(=O)N2CCN(Cc3ccc4c(c3)OCO4)CC2)cc(OC)c1OC,6.9,0.0,-0.4,-0.6,-0.7,-0.7,-4.1,-9.2,-0.4,-1.6,-0.7
CC(=O)OC1(C(C)=O)CCC2C3CC4OC45CC(O)CCC5(C)C3CCC21C (stereo not given),0.6,0.5,-1.7,-1.4,-0.1,0.1,-1.6,-3.0,2.8,-0.9,1.1
Cc1cc([N+](=O)[O-])nn1CCCC(=O)Nc1ccc(Cl)cc1Cl,-4.5,0.4,8.2,-2.7,0.7,-0.3,-0.9,-4.9,1.7,-2.0,-4.0

# (continued)
SMILES,HGIII-sPLA2 inh,DAX1 inh-1,GC-B act,hcDAF12 agonist,DAX1 inh-2,hgDAF-12 ag,SMARCA2 act,ADAM10 inh,FXN GAA850 act,ssDAF-12 act,NPR1 activator
CCN1CCN(C(=O)CN2C(=O)COc3ccc(S(=O)(=O)N4CCOCC4)cc32)CC1,7.1,0.2,0.8,0.3,0.1,-0.3,-2.6,1.1,-0.3,-0.9,-2.4
COC(=O)c1ccc(CSc2nnc(-c3ccncc3)o2)o1,4.0,0.6,-0.8,-0.2,-1.1,0.1,0.3,1.4,0.5,-0.7,-0.5
[O-][N+](=Cc1c(Cl)cccc1Cl)CC1(O)CCCCC1,2.9,-0.3,1.6,0.8,0.9,1.8,-1.9,-0.6,3.2,0.2,1.9
COc1ccc(-c2nc(C)c(C(C)=O)n2O)cc1[N+](=O)[O-],6.0,-0.8,-1.9,-1.1,1.9,-2.4,-5.0,-2.8,1.0,-1.2,1.1
O=C(NCc1cccs1)c1ccc2nc([C@@H]3O[C@H](CO)[C@H](O)[C@H](O)[C@H]3O)[nH]c2c1,-4.6,0.2,2.1,0.0,nt,-1.5,2.5,0.5,0.9,-0.5,5.6
COc1ccc(-c2csc3ncnc(Oc4cccc5ccc(C)nc45)c23)cc1,-6.4,-1.3,-10.1,-1.6,0.1,-0.5,-3.4,20.5*,1.2,-0.6,-8.6
O=C(Cc1ccccc1Cl)N1CCOCC1,-0.7,0.9,3.4,-1.1,0.6,-0.4,-1.9,-5.5,0.4,-0.8,1.4
Cc1c(NC(=O)CSc2nc(-c3ccco3)cc(C(F)(F)F)n2)c(=O)n(-c2ccccc2)n1C,2.7,0.2,-1.4,-0.1,-0.7,0.4,-0.6,-9.3,-2.2,-1.3,0.2
COCCCn1c2nc3ccccc3nc2c2c(=O)n(Cc3ccc(Cl)cc3)cnc21,1.6,0.2,21.6,-1.1,0.4,-0.3,-1.3,-29.8,-1.7,-1.0,19.1
FC(F)(F)C1=CC(c2ccc(Cl)cc2)=NCCN1,5.3,-0.5,-13.3,-0.5,0.5,1.4,0.4,5.8,0.3,-1.2,-9.2
O=C(Nc1ccc2c(c1)OCO2)C1CC(=O)N(c2cccc(Cl)c2)C1 (stereo not given),-7.6,-0.3,3.5,1.4,-0.3,-0.2,0.2,13.2,-1.3,-0.9,5.0
CC(=O)N1CCN(CC(O)COc2ccc(OCc3ccccc3)cc2)CC1 (stereo not given),7.2,-0.6,-4.8,-1.6,0.3,0.0,-2.8,4.7,-1.0,-1.4,7.2
OC(c1ccccc1)(c1nc(/C=C/c2ccccc2)cs1)C(F)(F)F (stereo not given),-27.8,1.6,-0.4,-0.3,nt,2.9,-2.7,21.0*,1.5,-0.7,5.7
CC(=O)c1ccc(-c2ccc(C(=O)NCC3CCCO3)o2)cc1 (stereo not given),2.3,1.6,1.2,2.1,-0.2,-0.2,3.6,i,3.4,-1.4,1.9
Nc1ccc2nc(N3CCOCC3)sc2c1,4.8,1.2,-1.0,3.7,2.4,10.1,0.8,-12.7,3.3,0.4,-16.2
NC(=NCCc1c[nH]c2ccccc12)NS(=O)(=O)c1ccc2ccccc2c1,-122.1,-0.3,-3.8,-0.3,-0.8,1.1,-2.3,14.9,2.5,-1.2,-1.9
O=[N+]([O-])c1ccccc1-c1cc(-c2cc(Cl)ccc2O)n[nH]1,-36.1,0.5,-9.8,2.4,0.4,0.8,-1.1,4.4,1.0,-1.0,-15.1
COc1ccc(C2=NOC(Cn3nc(-c4ccccc4)cc3C(=O)NCc3cccs3)C2)cc1 (stereo not given),-19.8,-0.7,-3.4,-1.0,-1.1,-1.1,-0.6,12.2,-0.5,-1.3,-1.4
O=C(Cn1c(=O)n(CC2CCCO2)c(=O)c2ccccc21)c1ccccc1 (stereo not given),-2.6,-0.9,2.7,-0.1,-0.7,-1.8,1.9,0.7,-0.5,-1.4,1.1
O=C1Nc2cc(Br)ccc2C1(O)c1ccccc1O (stereo not given),-12.3,0.2,-0.9,-1.1,1.7,-0.2,4.8,0.4,-1.3,-0.6,-9.0
CCn1cnc2scc(-c3ccc(OC)cc3)c2c1=O,3.0,-1.2,-1.4,-1.6,-0.3,1.2,-0.6,-2.8,0.2,-0.9,-1.0
CN(C(=O)c1cccc(NC(=O)Cc2cccc(NC(=O)C3CCN(C(=O)C4CC4)CC3)c2)c1)C1CC1,9.0,1.8,-5.0,-1.5,-2.1,-3.1,-3.6,8.1,0.6,-1.3,2.1
NS(=O)(=O)c1ccc(NC(=O)Nc2cccc3ccccc23)cc1,-6.4,0.5,5.3,1.1,0.9,-0.3,0.1,-8.0,0.3,-1.2,-1.4
Cc1cccc(NC(=O)c2ccccc2NC(=O)C(C)(C)C)n1,3.9,-0.7,-0.7,-1.8,-1.1,-4.2,-2.3,1.2,2.5,-0.8,2.3
CN(C(=O)Nc1ccc(S(=O)(=O)N(C)C)cc1)C1CCCCC1,2.6,-0.2,4.8,-0.8,-0.4,-1.0,-1.2,3.6,3.1,-1.1,1.8
O=C(Cc1ccccc1)Nc1ccccc1N1CCOCC1,3.0,-0.1,5.2,0.4,-0.4,-1.7,-1.2,-5.8,2.0,-1.3,0.8
COC(=O)c1sccc1NC(=S)N1CCC(C(N)=O)CC1,1.6,0.9,-4.1,-1.2,1.9,-2.6,-1.6,9.9,1.3,-1.0,2.2
CCN(CC)S(=O)(=O)c1ccc(NC(=O)C(OC)c2ccccc2)cc1 (stereo not given),-13.6,-0.6,10.1,-1.4,0.9,-2.5,-3.0,0.3,0.1,-1.5,-6.4
Cn1nc(C(=O)Nc2ccc(S(=O)(=O)N3CCOCC3)cc2)c2ccccc2c1=O,7.1,-0.9,-4.5,-0.5,-0.1,0.6,-2.2,-2.1,0.1,-1.8,-1.2
C/C(=N\NC(=S)NC(C)C)c1ccccc1OC(F)F,8.7,-0.1,4.2,-2.6,-0.1,-1.6,-3.1,2.7,0.3,-1.8,-0.8
Cc1ccccc1-c1nc(C#N)c(NCc2ccco2)o1,0.2,0.3,3.0,-0.5,0.4,0.0,-1.5,-29.5,1.9,-1.5,-1.2
O=C(NNC(=S)Nc1ccc(F)cc1F)c1ccco1,14.3,2.4,0.9,-0.7,0.3,5.0,11.9*,12.4,4.9,-0.1,2.1
Cc1ccc(-c2nn(-c3ccccc3)cc2CN(Cc2ccccc2)C(=O)CCC(=O)O)o1,-20.7,-0.1,-1.9,1.8,-0.2,-0.8,-1.0,-35.0,0.4,-0.6,-0.6
O=C(O)COc1c(Cl)cc(/C=C2\NC(=O)NC2=O)cc1Br,3.7,-0.2,-0.5,0.1,-1.5,2.9,0.0,-5.5,1.0,-0.7,1.4
CCN1C(=O)/C(=C2/SC(C)=C(C)N2CC)SC1=S,6.7,-0.4,5.4,-1.3,-0.5,-1.8,-0.2,-3.9,2.1,-1.3,-3.6
O=C(NCc1cccnc1)c1cc(-c2ccc(Cl)cc2)oc1C(F)(F)F,-1.3,-0.3,-0.6,-2.3,-0.6,-2.8,-5.0,2.1,1.2,-2.3,4.7
O=C(CCNC(=O)c1ccccc1Cl)Nc1ccc(S(=O)(=O)Nc2ncccn2)cc1,-2.8,-0.1,1.3,0.8,0.7,-0.9,0.0,-3.9,2.5,-1.0,1.4
CCCCc1c(-c2ccccc2OC)ncn1Cc1ccc(Cl)cc1Cl,-4.4,2.6,-9.5,0.6,nt,-1.5,-7.1,7.8,nt,-0.7,-8.6
Cc1cc(=O)c(C(=O)O)nn1-c1ccccc1F,-3.7,0.4,-2.1,-2.4,1.9,0.3,-0.8,-3.0,1.5,-0.9,-1.0
Cc1ccc(C(=O)OCC(=O)NCc2ccco2)cc1S(=O)(=O)N1CCOCC1,7.8,0.5,-3.0,0.3,-0.1,1.6,-0.8,-10.9,0.4,-0.6,1.0
Cc1ccc(S(=O)(=O)N(CC(=O)NCc2ccco2)Cc2ccccc2F)cc1,-13.6,-0.8,1.1,-1.6,-0.7,0.9,0.3,3.2,-0.1,-0.7,-1.1
COc1ccc(N(C(=O)c2snc(C(N)=O)c2N)C(C(=O)NC2CCCC2)c2ccc(C)o2)c(OC)c1 (stereo not given),-11.8,-0.4,-6.7,0.4,1.4,-2.1,-3.9,-83.4,-0.5,-0.5,-19.5
